# CHT block = inhibitors of human choline transporter CHT. Q9GZV3. CHT-expressing cells, membrane potential dye, choline response; hits give low values. B-score at 10 µM. 0.86% of 310,000 active;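 active = B-score over 3 SD under the library average, and starting fluorescence ratio not unusually high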;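 note: choline stimulus applied at its EC90 after an EC20 pre-addition; B-score computed on integrated fluorescence ratio after choline addition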
# Target sequence (Q9GZV3 whole entry, looked up): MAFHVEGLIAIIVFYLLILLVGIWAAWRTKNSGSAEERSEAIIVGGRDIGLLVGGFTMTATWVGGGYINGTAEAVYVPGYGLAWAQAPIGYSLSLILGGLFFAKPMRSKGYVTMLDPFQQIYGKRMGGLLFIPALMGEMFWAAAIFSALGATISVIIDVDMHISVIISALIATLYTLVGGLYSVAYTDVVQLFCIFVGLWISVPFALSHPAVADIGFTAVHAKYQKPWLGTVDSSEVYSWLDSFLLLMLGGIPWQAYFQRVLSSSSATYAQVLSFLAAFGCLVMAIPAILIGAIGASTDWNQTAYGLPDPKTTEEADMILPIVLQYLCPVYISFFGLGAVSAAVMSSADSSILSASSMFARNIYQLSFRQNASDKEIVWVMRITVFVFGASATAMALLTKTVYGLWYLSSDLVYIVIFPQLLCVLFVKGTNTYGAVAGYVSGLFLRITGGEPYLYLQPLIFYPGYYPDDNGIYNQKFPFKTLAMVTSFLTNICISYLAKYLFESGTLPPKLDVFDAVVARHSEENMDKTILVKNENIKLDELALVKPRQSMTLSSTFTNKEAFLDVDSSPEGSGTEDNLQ
# CHT PAM = allosterically activates the human high affinity choline transporter | Q9GZV3 | CHT-expressing cells, membrane potential dye, choline EC20; hits give high values; LV-AA mutant CHT in HEK293 cells | B-score at 10 µM | 0.49% of 310,000 active | AID 488977;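 active = initial fluorescence not abnormally high and integrated response B-score, plate-corrected, over 3 SD above library mean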
# * hit, by the source's call; i = inactive. Random draw from the library (roughly 1.5% active in at least one column).
# A first look, 4 compounds:
Structure,CHT block,CHT PAM
CC(C)=CC(=O)OCc1cc([N+](=O)[O-])cc2c1OCOC2,i,i
CCn1cc(C(=O)N2CCN(c3ccccc3OC)CC2)c2cc(OC)c(OC)cc2c1=O,i,i
COc1cccc(C(C(=O)NC2CCCC2)N(C(=O)c2csnn2)C2CC2)c1 (centres undefined),i,i
CC(=O)Nc1ccc(NC(=O)c2c(C)noc2C)cc1,i,i

# Results, from the start:
Structure,CHT block,CHT PAM
CC(C)=CC(=O)OCc1cc([N+](=O)[O-])cc2c1OCOC2,i,i
CCn1cc(C(=O)N2CCN(c3ccccc3OC)CC2)c2cc(OC)c(OC)cc2c1=O,i,i
COc1cccc(C(C(=O)NC2CCCC2)N(C(=O)c2csnn2)C2CC2)c1 (centres undefined),i,i
CC(=O)Nc1ccc(NC(=O)c2c(C)noc2C)cc1,i,i
C/C(N)=C(/C#N)C(=O)COC(=O)CSc1ccc2ccccc2c1,i,i
Cc1ccccc1S(=O)(=O)/N=C(/Nc1c(C)n(C)n(-c2ccccc2)c1=O)c1ccccc1,i,i
C/C(=N\N=C(N)N)c1ccc(Cl)c(Cl)c1,-11*,i
Cc1ccc(-n2cc(CN3CCC(CO)(Cc4cccc(C(F)(F)F)c4)CC3)cn2)cc1,i,i
Cn1cccc1/C=C1\SC(=S)N(NC(=O)c2ccccc2O)C1=O,i,i
COc1ccc(C(=O)NC(C)c2nnc(SCC(=O)NC3CCCCC3)n2C)cc1 (centres undefined),i,i
COCCN(CCOC)S(=O)(=O)c1ccc(/C(O)=C(\C#N)c2nc3ccccc3[nH]2)cc1,i,i
CCOC(=O)N1CCN(CC(O)COCc2ccc(OC)c(OC)c2)CC1 (centres undefined),i,i
Cc1cccc(C)c1Nc1ncnc2ccccc12,i,i
O=C(NCCc1ccccc1)C1(c2ccccc2)CCCC1,i,i
Cc1nn(CC(=O)Nc2ccc(S(=O)(=O)N(C)C)cc2)c(C)c1[N+](=O)[O-],i,i
COc1ccc(CNC(=O)C2CCN(C(=O)N3CCOc4ccc(C)cc43)CC2)cc1,i,i
CCOC(=O)c1sc(NC(=O)CNCc2ccccn2)c(C(=O)OCC)c1C,i,i
CC(Sc1nc(O)c(-c2ccccc2)c(=O)[nH]1)C(=O)Nc1ccc(Cl)cc1 (centres undefined),i,i
O=C(Cn1c(=O)c(=O)n(Cc2ccccc2)c2ccc(Cl)cc21)Nc1cccc(F)c1,i,i
O=C(N=C1c2ccccc2CN1c1ccc(F)cc1)c1ccc(Cl)nc1,i,i
OCCN1CCN(C(=S)NC2CCCC2)CC1,i,i
CC(C)Cn1c(N)c(C(=O)COC(=O)c2ccccc2F)c(=O)n(C)c1=O,i,i
CCn1c2ccc(C)cc2c2n[nH]c(=S)nc21,i,i
Cc1ccccc1NC(=S)N1CCN(c2ccccc2C)CC1,i,i
CC1=CC(C)(C)N(S(=O)(=O)c2ccc(C)cc2)c2ccc(C)cc21,i,i
CC(=O)Nc1ccc(S(=O)(=O)N(C)CC(=O)OCC(=O)Nc2ccc3c(c2)OCO3)cc1,i,i
O=C(CN(C(=O)CCC(=O)Nc1ccccn1)c1ccc2c(c1)OCCO2)NCCc1ccccc1,i,i
O=c1nc2s/c(=C\c3ccco3)c(=O)n2nc1Cc1ccccc1,i,i
C/C(=N\Nc1cccc(C(=O)O)c1)c1cc2ccccc2o1,i,i
CCCCn1c(N)c(N(CC(C)C)C(=O)C(C)SCc2nc3sc(C)c(C)c3c(=O)[nH]2)c(=O)[nH]c1=O (centres undefined),i,i
Cc1cc(OCCn2cnc3ccccc3c2=O)ccc1[N+](=O)[O-],i,i
CC(C)c1ccc(NC2CCCN(C(=O)CCc3cnn(C)c3)C2)cc1 (centres undefined),i,i
Cc1ccc(NC(=O)CSc2nnc(Cn3cnc4ccccc43)o2)cc1,i,i
CCCc1cc(=O)oc2c(C)c(OCC(=O)N3CCC(C(=O)O)CC3)ccc12,i,i
C=C1CCN(C(C(=O)OC)C(C)C)S(=O)(=O)c2ccccc21 (centres undefined),i,i
O=C(CCc1nnc(-c2ccc3c(c2)OCO3)o1)N(Cc1ccncc1)CC1CCCO1 (centres undefined),i,i
Brc1ccc(-c2csc(-c3ccncc3)n2)cc1,i,i
O=c1ccc(/C=C/c2ccccc2)nn1Cc1ccccc1Cl,i,i
Cc1cnc(CN(C)Cc2c(C(=O)N3CCCCCCC3)nc3ccc(Cl)cn23)[nH]1,i,i
CC(=O)c1cccc(NC(=O)c2cc(S(=O)(=O)N3CCOCC3)cs2)c1,i,i
CC(C)C(O)(c1ccccc1)C(CN1CCOCC1)c1ccccc1 (centres undefined),i,i
Cc1c(NC(=O)c2ccc3c(c2)OCO3)cccc1-c1nc2ncccc2o1,i,i
CN1CCN(C(=O)c2cc(-c3ccco3)on2)CC1,i,i
CCCCN(C(=O)CNC(=O)c1ccco1)C(C(=O)NC1CCCCC1)c1ccc(OC)cc1OC (centres undefined),i,i
COc1ccc(C2CC(=O)C(C3NCCc4ccccc43)=C(O)C2n2cncn2)cc1 (centres undefined),i,i
C/C(=N/NC(=O)c1ccccn1)c1ccc(O)cc1,i,i
Cc1cccc2c(=O)c(Br)c(C)n(Cc3ccccc3)c12,i,i
CC(=O)N1CCN=C1SCc1ccc(C(F)(F)F)cc1,i,i
CN(C)c1nc(C(=O)Nc2ccccc2)nc(N(C)C)n1,i,i
Cc1cc(C)cc(OCCCC(=O)O)c1,i,i
COc1ccc(-n2c(COc3cccc(C)c3)nnc2SCC(=O)NCc2ccco2)cc1,i,i
CCCOc1cc(C)c(Cl)cc1S(=O)(=O)N(CC)CC,i,i
O=C(CCCCCNC(=O)c1ccccc1Br)N=Nc1c(O)[nH]c2ccccc12,i,i
S=C(NCc1cccnc1)Nc1ccc(Cl)c(Cl)c1,i,i
Cc1[nH][nH]c(=O)c1C=NCc1cccs1,i,i
CN1CCCN(C(=O)c2cccc(Br)c2)CC1,i,i
CCC(=O)C1CCCN(C(=O)c2ccc(OC)c(OC3CCN(C(C)=O)CC3)c2)C1 (centres undefined),i,i
S=C(NCc1ccccn1)Nc1ccc(Cl)cc1,i,i
CSc1ncc(Cl)c(C(=O)Nc2ccccc2C)n1,i,i
CC(C)c1c(C(=O)N/N=C/c2ccncc2)nnn1-c1nonc1N,i,i

# Next section.
Structure,CHT block,CHT PAM
O=C(O)c1ccc(NNC(=S)Nc2cc(C(F)(F)F)ccc2Cl)cc1,i,i
CCC1Oc2ccccc2N(CC(=O)NCc2ccco2)C1=O (centres undefined),i,i
CCOC(=O)C1(Cc2cccc(F)c2)CCN(CC(O)CO)CC1 (centres undefined),i,i
COc1ccccc1N1CCN(C(c2ccccn2)c2nnnn2C2CCCCC2)CC1 (centres undefined),i,i
C=CCn1c(N)c(C(=O)Nc2cccc(C)c2)c2nc3ccccc3nc21,i,i
CCCCCC(=O)Nc1ccc(C(=O)N/N=C/c2ccc([N+](=O)[O-])cc2)cc1,i,i
C/C=C/c1ccc(OCC(=O)OCc2csc(Nc3ccc(C)cc3)n2)c(OC)c1,i,i
c1ccc(-n2c(Sc3cnccn3)nnc2-c2cccs2)cc1,i,i
O=C(C1CCCO1)N(Cc1ccccc1)c1ccccc1 (centres undefined),i,i
Cc1c(/C=N\NC(=O)c2ccc([N+](=O)[O-])cc2)cnn1C,-7.7*,i
CCOc1cc(C#N)ccc1OCC(=O)N1CCc2ccccc2C1,i,i
Cc1nn(-c2ccccc2)c(C)c1C=O,i,i

# Some of the entries so far, field by field:
Cc1cc(OCCn2cnc3ccccc3c2=O)ccc1[N+](=O)[O-]
  CHT block: i | CHT PAM: i

CC(C)=CC(=O)OCc1cc([N+](=O)[O-])cc2c1OCOC2
  CHT block: i | CHT PAM: i

Cc1ccccc1NC(=S)N1CCN(c2ccccc2C)CC1
  CHT block: i | CHT PAM: i

C/C(=N\N=C(N)N)c1ccc(Cl)c(Cl)c1
  CHT block: -11* | CHT PAM: i

# The results go on:
Structure,CHT block,CHT PAM
COc1ccc(C(=O)O)cc1S(N)(=O)=O,i,i
COc1cccc(-n2cc(CN(C)Cc3nc(Cc4ccccc4)no3)cn2)c1,i,i
CC(NC(=O)COC(=O)CC(c1ccccc1)c1ccccc1)c1ccccc1 (centres undefined),i,i
NC(=O)NCCN1CCN(c2ncc(C(F)(F)F)cc2Cl)CC1,i,i
O=C(NCCc1ccccc1)c1cccc2c1C(=O)N(C1CCCCC1)C2,i,i
COc1ccc(OC)c(NC(=O)C(=O)NCc2ccncc2)c1,i,i
CC(=O)n1cc([C@H]2C=C(C(N)=O)O[C@@H](OCc3ccc(CO)cc3)C2)c2ccccc21,i,i
Oc1ccc(Br)cc1-c1cc(-c2ccc(Cl)cc2)n[nH]1,i,i
CCCNC(=O)c1ccc2c(=O)c(O)c(-c3cccc(Br)c3)[nH]c2c1,i,i
COc1ccc(C2C(C(=O)N3CCN(c4ccccn4)CC3)CCC(=O)N2c2ccc(OC)cc2)cc1 (centres undefined),i,i
CCOc1ccc(C(C)=O)cc1CN1c2ccc(S(N)(=O)=O)cc2CC1C (centres undefined),i,i
CCOC(=O)/C=c1\s/c(=C\c2ccc(C#N)cc2)c(=O)n1CC(=O)NCc1ccco1,i,i
COc1ccc(/C=N/NC(=O)c2cc(C34CC5CC(CC(C5)C3)C4)[nH]n2)cc1O,i,i
CCOC(=O)N1CCN(C(=O)CSc2nnc(Cn3c(=O)sc4ccccc43)n2C)CC1,i,i
O=C(CCNC(=O)c1ccccc1Cl)Nc1cc(C(F)(F)F)ccc1Cl,i,i
O=C(c1cc2nc(-c3ccccc3)cc(C(F)(F)F)n2n1)N1CCN2CCCC2C1 (centres undefined),i,i
CCCn1c2ccccc2c2cnn(CC(=O)N(CC)CC)c(=O)c21,i,i
O=C(NCCOc1ccccc1)C1CCC(=O)N(CCCN2CCCC2=O)C1 (centres undefined),i,i
COc1cc(C2C(C(=O)c3cc4ccccc4o3)=C(O)C(=O)N2c2cc(C)on2)cc(OC)c1OC (centres undefined),i,i
O=[N+]([O-])c1ccc(OCCCCN2CCc3ccccc3C2)cc1,i,i
O=C(N/N=C/c1cccs1)c1cccc(NC(=O)c2ccc(Cl)cc2)c1,i,i
CCOC(=O)c1cnc2ccccc2c1Nc1cccc(C(=O)O)c1,i,i
Cc1noc(C)c1CSCC(=O)NC1=NCCS1,i,i
Cc1cc(NC(=O)c2ccc3nc(C)sc3c2)no1,i,i
Cc1nc(NC(=O)c2ccc3c(c2)OCO3)ccc1Br,i,i
COC(=O)Nc1ccc(S(=O)(=O)N(CCO)CCO)cc1,i,i
CCc1ccc(N2C(=O)Nc3ccccc3C2(O)C(=O)N2CCN(c3ccccn3)CC2)cc1 (centres undefined),i,i
COc1ccccc1C(=O)N/C(=C\c1cn(S(=O)(=O)N(C)C)c2ccccc12)C(=O)NCCCN1CCOCC1,i,i
Cc1ccc(S(=O)(=O)NC(=O)NCc2ccc(Cl)cc2)cc1,i,i
O=C(Cn1c(=O)oc2cc(S(=O)(=O)N3CCCC3)ccc21)Nc1cccc(C(F)(F)F)c1,i,i
Cc1c(C)c2c(OCC(=O)Nc3ccc(CCO)cc3)cc3c(c2oc1=O)CCC(C)(C)O3,i,i
O=C(O)CCC(=O)NN1C(=O)c2ccccc2NC1c1ccc(F)cc1 (centres undefined),i,i
CC(C)(C)n1nc2c(c1NC(=O)Cc1ccc(F)cc1)CSC2,i,i
O=C(Nc1ccc(S(=O)(=O)N2CCOCC2)cc1)c1ccc([N+](=O)[O-])o1,i,i
Cc1cc(CNC(=O)CC2C(=O)NCCN2Cc2ccccc2C(F)(F)F)on1 (centres undefined),i,i
Cc1cc2c(c(SCC(=O)NCc3ccc(Cl)cc3)n1)C(=O)OC2,i,i
COc1ccc(C(=O)NCC2(c3ccccc3)CCCC2)c(OC)c1,i,i
COc1cccc(NC(=O)C2CCCN(c3ncnc4c3nc3n4CCCCC3)C2)c1 (centres undefined),i,i
CCOc1ncccc1C(=O)N(C)CC(=O)Nc1ccccc1SC,i,i
CNc1nc2cc([N+](=O)[O-])c([N+](=O)[O-])cc2nc1NC,i,i
S=c1[nH]cnc2scc(-c3ccc(Cl)cc3)c12,i,i
COC(=O)C1Sc2[nH]c(=O)sc2C(c2ccc(Cl)cc2)C1C(=O)OC (centres undefined),i,i
COC(=O)c1ccc([N+](=O)[O-])cc1N1C(=O)C2C3CCC(C3)C2C1=O (centres undefined),i,i
COc1cccc(N2C(=O)CC(N3CCN(C(=O)c4ccco4)CC3)C2=O)c1 (centres undefined),i,i
O=S(=O)(NCC1CCN(c2ccc(S(=O)(=O)N3CCOCC3)cc2)CC1)c1ccc(F)cc1,i,i
CCC1=NN(C(=O)c2ccc([N+](=O)[O-])cc2)C(O)(c2ccccc2)C1 (centres undefined),i,i
O=C(c1ccc2[nH]ccc2c1)N1CCCC(Nc2ccccc2)C1 (centres undefined),i,i
Cc1ccn(CCC(=O)N2c3ccccc3CC2C)n1 (centres undefined),i,i
CCN(CC)S(=O)(=O)c1cccc(C(=O)NC2CCCCC2)c1,i,i
O=S(=O)(NNc1nccc(C(F)(F)F)n1)c1cccc(Cl)c1Cl,i,i
CCc1n[nH]c(=S)n1/N=C/c1ccc(-c2ccc(Br)cc2)o1,i,i
O=C(Cn1ccc2ccccc2c1=O)NCCC(=O)Nc1ccc(F)cc1F,i,i
